High-throughput results deposited in PubChem BioAssay by Broad Institute.
PglD inh: C. jejuni PglD acetyltransferase inhibitors, primary screen, biochemical, DTNB colorimetric, single point. AID 602405, 2012. purified PglD enzyme, DTNB colorimetric CoA detection. inhibition, % at 12.5 µM. 360,000 tested, 0.098% active; in the data active means inhibition above about 16%, passing the limit was not always enough; inconclusive means no clear call, values can overlap the other calls; further: strong numbers were not always called active
RAD52 inh: RAD52 DNA annealing inhibitors, primary screen, biochemical, FRET, single point, set 2; inhibition, % at 18.7 µM; DNA repair protein RAD52 homolog (Homo sapiens), P43351; 360,000 tested, 0.46% active; recombinant RAD52 DNA annealing, FRET fluorescence;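 active means every replicate showing at least 50% inhibition; inconclusive means mean inhibition at least 50% but not in every replicate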
RAD54 branch: inhibitors of human RAD54 branch migration, primary screen, biochemical, fluorescence, single point. RAD54 Holliday junction branch migration, FAM/BHQ fluorescence. inhibition, % at 10.4 µM. 360,000 tested, 0.14% active. AID 602329, 2012;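 active means mean normalized replicate activity at least 40 and at least half of replicates scoring 40 or more; inconclusive means only one of the two criteria met; inactive means mean below 40 and under half of replicates reaching 40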;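 further: 0% = median of neutral control wells and 100% = median of positive control wells; inhibitors cause a drop in the FAM fluorescence signal; in these data hits start at about 50%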
ARNT-TACC3 inh: disruptors of ARNT/TACC3 protein interaction, primary screen, biochemical, AlphaScreen, single concentration. Transforming acidic coiled-coil-containing protein 3 (Homo sapiens), Q9Y6A5. AlphaScreen His-ARNT PAS-B/GST-TACC3 binding, luminescence; TACC3 fragment carries E629A point mutation. inhibition, % at 9.99 µM. 390,000 tested, 0.66% active. AID 623870, 2012;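 active means mean inhibition of replicates at least 50% and at least half of replicates each reaching 50%; inconclusive means half or more replicates reach 50% but mean below 50%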;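 further: 0% = complete ARNT plus TACC3 wells and 100% = ARNT alone without TACC3; many hits fall short of the cut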
E-selectin induc: E-selectin induction in HUVECs, primary screen, imaging, HUVEC, immunofluorescence imaging, single point; P16581; normalized: neutral wells 0, TNF-alpha wells 100; activation, % at 7.58 µM; 260,000 tested, 0.37% active;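 active means mean E-selectin-positive cell signal at least 10% of the positive control, reached in at least 60% of replicates, without over 20% cell loss; inconclusive means no rule given, readout overlaps actives, possibly toxicity-flagged; inactive means the rest, including those meeting only one limit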;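 further: in these data hits start at about 27%; measured in HUVEC primary endothelial cells; signal is the percent of cells scored E-selectin positive by PE staining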
Target sequence (P16581 whole entry, looked up): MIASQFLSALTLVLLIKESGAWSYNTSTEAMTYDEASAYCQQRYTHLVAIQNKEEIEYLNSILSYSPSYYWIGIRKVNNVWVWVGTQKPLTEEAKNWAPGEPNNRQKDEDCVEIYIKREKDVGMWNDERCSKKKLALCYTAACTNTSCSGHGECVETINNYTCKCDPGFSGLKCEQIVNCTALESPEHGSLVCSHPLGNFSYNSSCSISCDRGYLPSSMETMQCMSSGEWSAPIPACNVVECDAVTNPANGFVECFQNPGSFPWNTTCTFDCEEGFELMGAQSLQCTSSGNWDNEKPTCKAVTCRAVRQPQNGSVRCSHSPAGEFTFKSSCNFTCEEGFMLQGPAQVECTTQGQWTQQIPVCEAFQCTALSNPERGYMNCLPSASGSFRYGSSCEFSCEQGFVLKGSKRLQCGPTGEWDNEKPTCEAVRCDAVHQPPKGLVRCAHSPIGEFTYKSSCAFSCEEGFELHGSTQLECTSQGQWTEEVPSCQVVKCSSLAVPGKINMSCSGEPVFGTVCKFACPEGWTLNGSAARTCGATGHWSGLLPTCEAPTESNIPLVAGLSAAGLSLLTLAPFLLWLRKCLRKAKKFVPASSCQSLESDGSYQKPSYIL
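material = human umbilical vein endothelial cells (HUVEC), E-selectin induction | quantity = 3,000 cells/well | medium = EGM-2 growth medium on 0.1% gelatin-coated wells | technique = immunofluorescence imaging | read-out basis = % PE-positive cells | control set = TNF-alpha positive control, DMSO neutral control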
esBAF inh: Bmi1 luciferase reporter increase in mESCs, primary screen, esBAF inhibitor project, mouse ES cells, Bmi1 luciferase knock-in, single point | 24 h; 100% = twice the neutral-well signal | reporter increase, % at 12.5 µM | 350,000 tested, 2% active | AID 602393, 2012; in the data active means activation above about 40%; inconclusive means no clear call, values can overlap the other calls;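 further: 0% = median of the plate's neutral control wells and 100% = double that signal; a rise in the Bmi1 reporter signal indicates esBAF inhibition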
CASP6 VEID inh: human caspase-6 inhibitors, primary screen, biochemical, VEID-R110 fluorescence, single point, set 2; P55212; purified caspase-6, Z-VEID-R110 cleavage fluorescence; 350,000 tested, 0.53% active; AID 686996, 2013; inhibition, % at 12.5 µM;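 active means mean inhibition across replicates at least about 35%, with every replicate also reaching that limit, limit read from the data; inconclusive means only one of the two criteria met; inactive means neither criterion met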;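 further: 0% = median of neutral control wells and 100% = no fluorescence left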
Target sequence (P55212 24-179 limits assumed): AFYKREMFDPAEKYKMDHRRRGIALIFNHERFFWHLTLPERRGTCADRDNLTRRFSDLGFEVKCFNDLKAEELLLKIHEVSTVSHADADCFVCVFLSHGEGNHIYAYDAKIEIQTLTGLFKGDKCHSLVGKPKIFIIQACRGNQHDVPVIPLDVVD
Target sequence (P55212 194-293 limits assumed): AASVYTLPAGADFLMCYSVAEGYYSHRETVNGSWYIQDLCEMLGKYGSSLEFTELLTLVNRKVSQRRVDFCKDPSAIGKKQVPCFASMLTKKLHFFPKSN
ERp5 block: inhibitors of ERp5-driven insulin aggregation, primary screen, biochemical, turbidity, absorbance 650 nm, single point; Protein disulfide-isomerase A6 (Homo sapiens), Q15084; 90 min; inhibition, % at 9.99 µM; 350,000 tested, 0.05% active;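 active means mean replicate inhibition above about 25%, with every replicate also reaching it, limit read from the data, passing the limit was not always enough; inconclusive means only one of those two criteria met; inactive means neither criterion met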
* hit, by the source's call; ? = inconclusive; / = no result given; & = joins results of further samples. Compounds as they come; overall some 3.2% were active at least once.

SMILES | PglD inh | RAD52 inh | RAD54 branch | ARNT-TACC3 inh | E-selectin induc | esBAF inh | CASP6 VEID inh | ERp5 block
O=C(CSc1nc(Nc2ccccc2)nc(N2CCOCC2)n1)Nc1ccccc1Cl | -6 | / | -3 | -3 | / | -2 | / | /
C[C@H](CO)N1C[C@H](C)[C@@H](CN(C)S(=O)(=O)c2ccc(F)cc2)OCCCC[C@H](C)Oc2ccc(NC(=O)Nc3ccc4c(c3)OCO4)cc2C1=O | -2 | -13 | -2 | 21 | -0.2 | 11 | 0 | 2
CCOC(=O)C1C2C=CC3(CN(c4cccc(Cl)c4)C(=O)C13)O2 (centres undefined) | 0 | -16 | 7 | 10 | -0.1 | -7 | -1 | 2
CCC(=O)Nc1ccc2c(c1)OC[C@H](C)N(C(=O)C1CCC1)C[C@H](C)[C@H](OC)CN(C)C2=O | 0 | -3 | -11 | 2 | -0.2 | -3 | -4 | -4
CCOc1ncnc2c1[nH]c1ccccc12 | -3 | -4 | 5 | -4 | 0.4 | 20 | 0 | -16
CCN(CC)C(=O)[C@H]1CC(CC(=O)NC/C=C(\C)CCC=C(C)C)C(=O)N2CCc3c([nH]c4ccc(OC)cc34)[C@]12C (some centres undefined) | -2 | -21 | -8 | -2 | -1.9 | -2 | 2 | 0
CN=C1SC(CC(=O)Nc2ccc(C(=O)O)cc2)C(=O)N1C (centres undefined) | 4 | / | -12 | 2 | / | -3 | / | /
COc1ccccc1-c1ccc2c(c1)C(C)(Cc1ccccc1C#N)C(=O)N2 (centres undefined) | -5 | -14 | 4 | / | 0.0 | -2 | 1 | 1
C[C@@H]1CN([C@@H](C)CO)C(=O)c2cc(NC(=O)NC3CCCCC3)ccc2O[C@@H](C)CCCCO[C@@H]1CN(C)Cc1ccc2c(c1)OCO2 | -3 | 32 | 1 | 3 | -0.3 | 2 | -1 | -1
Cc1cc(C)nc(SCC(=O)Nc2ccc(S(=O)(=O)Nc3ncccn3)cc2)n1 | 3 | -17 | 7 | -31 | / | 4 | -9 | -6
C[C@@H]1CN([C@@H](C)CO)C(=O)c2c(c3ccccc3n2C)-c2ccccc2CO[C@@H]1CN(C)C(=O)CCC(F)(F)F | 0 | 14 | 1 | 2 | 1.6 | 5 | -1 | -8
COc1ccc(N2CCN(C3CCCN(Cc4ccccc4OCCO)C3)CC2)cc1 (centres undefined) | -4 | -4 | 3 | 1 | / | -1 | -6 | -2
O=C(Nc1ccccc1F)N1CCCCN2[C@@H](CO)[C@H](c3ccc(C#Cc4cccnc4)cc3)[C@@H]2C1 | 1 | -8 | -8 | -4 | 0.2 | 1 | 0 | 1
CCC(=O)N(C)C[C@@H]1Oc2cc(-c3ccccc3F)ccc2S(=O)(=O)N([C@H](C)CO)C[C@@H]1C | 1 | -2 | 3 | -5 | 0.3 | -4 | 2 | -6
O=C(Nc1ccccc1)N1C[C@@H]2N[C@H](C1)C2c1ccc(-c2ccccc2)cc1 (some centres undefined) | / | 27&45 | / | / | -0.1&-0.2 | / | 3&3 | 9&5

Part of the list above, as comma-separated lines.
canonical_smiles,PglD inh,RAD52 inh,RAD54 branch,ARNT-TACC3 inh,E-selectin induc,esBAF inh,CASP6 VEID inh,ERp5 block
O=C(CSc1nc(Nc2ccccc2)nc(N2CCOCC2)n1)Nc1ccccc1Cl,-6,/,-3,-3,/,-2,/,/
C[C@H](CO)N1C[C@H](C)[C@@H](CN(C)S(=O)(=O)c2ccc(F)cc2)OCCCC[C@H](C)Oc2ccc(NC(=O)Nc3ccc4c(c3)OCO4)cc2C1=O,-2,-13,-2,21,-0.2,11,0,2
CCOC(=O)C1C2C=CC3(CN(c4cccc(Cl)c4)C(=O)C13)O2 (centres undefined),0,-16,7,10,-0.1,-7,-1,2
CCC(=O)Nc1ccc2c(c1)OC[C@H](C)N(C(=O)C1CCC1)C[C@H](C)[C@H](OC)CN(C)C2=O,0,-3,-11,2,-0.2,-3,-4,-4

Later entries
SMILES | PglD inh | RAD52 inh | RAD54 branch | ARNT-TACC3 inh | E-selectin induc | esBAF inh | CASP6 VEID inh | ERp5 block
COc1cccc(Oc2ccc(C(F)(F)F)cc2NC(=O)CCc2nc3ccccc3c(=O)[nH]2)c1 | -2 | -38 | -8 | -1 | 0.0 | 22 | -14 | -3
O=C(c1cccc(F)c1)N1C[C@H]2[C@@H](c3ccccc31)[C@H](CO)N2C(=O)c1ccc(F)cc1 | -2 | -11 | 12 | -6 | 0.0 | -5 | 1 | 7
COc1nc2ccccc2nc1N1CCN(c2ccc(F)cc2)CC1 | -1 | -19 | -15 | 5 | 0.2 | -2 | -2 | 0
COc1ccc(C=O)cc1OS(=O)(=O)c1ccccc1[N+](=O)[O-] | / | -5 | / | -15 | / | / | 5 | -15
CO[C@@H]1CN(C)C(=O)c2cccc(C#N)c2OCC[C@@H]2CC[C@@H](OC)[C@@H](CN(C)C(=O)[C@H]1C)O2 | -2 | 5 | 5 | -2 | 0.2 | 2 | -20 | -4
Cc1cccc(NC(=O)c2ccccc2NC(=O)C2CCCCC2)c1C | -1 | -11 | 0 | 2 | / | 6 | -3 | 9
CC(/C=N/NC(=O)c1cccnc1)=C\c1ccccc1 | / | 3 | / | -17 | 0.0 | 50 | -2 | -1
O=S(=O)(c1ccc(-c2nnco2)cc1)N1CCCCC1 | -9 | -6 | -11 | -2 | / | -8 | 0 | -1
C=C1[C@@H](O)[C@H](CC(C)C)N(Cc2ccccc2Br)S1(=O)=O | 2 | -9 | 5 | -21 | -0.1 | 22 | / | 0
C[C@H]1CN([C@@H](C)CO)C(=O)c2cc(N(C)C)ccc2O[C@@H]1CN(C)S(=O)(=O)c1ccc(Cl)cc1 | 15 | 8 | -10 | / | / | -5 | 2 | -3
CO[C@H]1CN(C)C(=O)c2cc(NC(=O)C3CCC3)ccc2OC[C@H](C)NC[C@@H]1C | -1 | -14 | 6 | -4 | -0.1 | -9 | -5 | 2
COc1cc(C(=O)N/C(=C\c2cn(C)c3ccccc23)C(=O)N2CCN(C)CC2)cc(OC)c1OC | -2 | 5 | -1 | 2 | / | -8 | -3 | 4
O=C(NCc1ccccc1)[C@@H]1c2ccccc2C(=O)N(CC23CC4CC(CC(C4)C2)C3)[C@H]1c1ccc(CO)cc1 | -5 | 4 | -1 | -8 | / | / | -3 | 3
CCCN(C)C[C@H]1Oc2cc(/C=C/c3ccccc3)ccc2S(=O)(=O)N([C@H](C)CO)C[C@@H]1C | -1 | -12 | 5 | 31 | 0.2 | -3 | 0 | 6
O=C(COc1ncnc2c(Cl)cc(Cl)cc12)N1CCN(S(=O)(=O)c2ccccc2)CC1 | -5 | / | -3 | -4 | / | -3 | / | /
CCn1c(Cc2ccc(OC)cc2)nnc1SCC(=O)Nc1cccc(C(=O)OC)c1 | 0 | / | 5 | -1 | / | 1 | / | /
COc1cc2cc(C#N)c(SCC(=O)Nc3cc(C)on3)nc2cc1OC | -1 | -6 | 0 | 18 | / | 1 | 0 | 1
O=C(NCC1CC1)[C@@H]1[C@@H](CO)[C@@H]2Cn3c(ccc(-c4ccccc4)c3=O)[C@@H]2N1Cc1cocn1 | 0 | -1 | 4 | -4 | -0.1 | 1 | -1 | 0
COCCNC(=O)C(c1ccc(C)cc1)N(Cc1cccs1)C(=O)CCC(=O)Nc1ccccn1 (centres undefined) | 2 | 1 | -13 | -6 | / | -1 | 3 | 2
CCN(CC)C(=O)C1=C(C)N(Cc2ccc(C(C)(C)C)cc2)C(=O)C(CC(=O)NCCN2CCOCC2)C1 (centres undefined) | 2 | -5 | -5 | / | 0.0 | -1 | -3 | 2
Cc1ccc(-c2csc(N3CCN(CCCn4c(C(F)(F)F)nc5ccccc54)CC3)n2)cc1 | 2 | -21 | 3 | -4 | 0.1 | 4 | 3 | -4
O=C(Nc1cccc(Cl)c1N1CCOCC1)c1cccnc1Cl | -5 | -9 | 3 | -5 | 0.0 | / | -2 | -1
Cc1[nH]nc2c1C(c1cn[nH]c1-c1ccc(F)cc1)C(C#N)=C(N)O2 (centres undefined) | 6 | / | -7 | 12 | / | -7 | / | /
COc1ccc(CN(C)C[C@H]2OCCCC[C@@H](C)Oc3ccc(NC(=O)C4CCCCC4)cc3C(=O)N([C@H](C)CO)C[C@@H]2C)cc1 | 6 | 2 | 3 | 5 | 1.2 | -6 | -2 | -3
CNC[C@@H]1Oc2ncc(/C=C/c3ccccc3)cc2C(=O)N([C@H](C)CO)C[C@@H]1C | 6 | -3 | 8 | 3 | 0.3 | 2 | -2 | 3
CCOC(=O)N1CCN(CC(=O)n2c(C)c(C)c3ccccc32)CC1 | -6 | / | 21 | -9 | / | -17 | / | /
C[C@H]1CN([C@@H](C)CO)C(=O)Cc2cc(NC(=O)Nc3cccc4ccccc34)ccc2O[C@@H]1CN(C)CC1CCCCC1 | -3 | -9 | 5 | 23 | -0.2 | 5 | 1 | 1
COc1ccc(OC)c(-c2cc(C(=O)N3CCc4ccccc4C3)no2)c1 | -4 | / | -1 | 14 | / | -1 | / | /
COc1ccc(/C(=C/Nc2cccc(Br)c2)C(C)=O)cc1OC | / | -4 | / | 2 | / | / | -2 | 1
CCC(=O)N1CCCCN2[C@H](CO)[C@@H](c3ccc(C#Cc4ccccc4)cc3)[C@H]2C1 | -2 | -5 | -1 | 12 | -0.6 | / | -4 | 5
CCOC(=O)c1c(C)[nH]c(NC(=O)NNC(=O)c2ccccc2Cl)c1C | -8 | -12 | 2 | 5 | -0.1 | 6 | -1 | 1
CCOc1ccc(CN2CCN(CCCn3cccn3)CC2CCO)cc1 (centres undefined) | / | -8 | / | -8 | ? | -3 | -4 | -2
COc1ccc(CNC(=O)C2CCN(S(=O)(=O)c3cccc4nonc34)CC2)cc1 | -1 | -14 | -7 | -1 | 0.0 | 7 | -1 | 0
COc1cccc(S(=O)(=O)N2CCCCN3[C@@H](CO)[C@H](c4ccc(C#CC5CC5)cc4)[C@@H]3C2)c1 | -7 | -23 | -10 | -3 | 0.1 | 7 | -2 | 0
Cc1cccc(C(=O)NNC(=O)c2ccc3ccccc3c2)c1 | 3 | -27 | -1 | -5 | -1.7 | -2 | 3 | -7
CC(C)c1cc(C(=O)OCC(=O)NC2CC2)c(O)c(C(C)C)c1 | -13 | -12 | 5 | / | 0.1 | -2 | 1 | 0
Cc1ccccc1C(=O)NCC(=O)NNC(=S)NC(=O)c1ccccc1 | 1 | / | 4 | 12 | / | -1 | / | /
O=C(Nc1ccccc1N1CCOCC1)c1cc(=O)[nH]c2ccccc12 | -7 | 0 | 1 | 2 | -0.3 | -1 | 3 | -1
COc1cc(OC)cc(-n2nc(C(=O)NCCCN3CCOCC3)c3ccccc3c2=O)c1 | -1 | / | -4 | 2 | / | -2 | / | /
CC(CNC(=O)c1ccccc1Cl)NC(=O)c1ccccc1Cl (centres undefined) | -1 | 6 | -9 | / | -4.0 | / | -3 | 1
CCCn1cc(SCC(=O)NCC2CCCO2)c2ccccc21 (centres undefined) | -1 | 7 | -2 | / | 2.9 | 32 | 0 | 12
